Assay outcomes as filed in PubChem.
TAAR1 agonist: human TAAR1 agonism | CHO RD-HGA16 TAAR1, Fluo-8 calcium fluorescence; vehicle wells 0%, saturating PEA agonist 100% | activation, % at 3 µM | hit rate 0.99% among 360,000 | AID 624467;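 active = activation above the mean activation of all test compounds in the run plus 3 SD, cut at about 38% in these data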
Target sequence (Q96RJ0 whole entry, looked up): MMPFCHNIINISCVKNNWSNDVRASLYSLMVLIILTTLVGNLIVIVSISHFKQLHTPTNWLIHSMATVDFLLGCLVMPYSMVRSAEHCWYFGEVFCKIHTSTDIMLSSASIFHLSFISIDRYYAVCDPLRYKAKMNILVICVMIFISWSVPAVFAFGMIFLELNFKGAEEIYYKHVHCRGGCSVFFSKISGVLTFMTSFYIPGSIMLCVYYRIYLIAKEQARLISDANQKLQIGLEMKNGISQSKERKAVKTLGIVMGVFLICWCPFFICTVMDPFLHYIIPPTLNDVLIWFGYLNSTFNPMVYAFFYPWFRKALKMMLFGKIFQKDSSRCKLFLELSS
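Test system: RD-HGA16 (CHO) cells co-expressing Gα16 and hTAAR1 / Benchmarks: DMSO vehicle as 0%, PEA at EC100 as 100% / Repeats: no replicates (n 1) / Measure: % activation from peak over basal fluorescence ratio, DMSO-to-PEA scaled / Timing: 17-24 h plating, Fluo-8 75 min 37 °C, 30 min RT / Technique: kinetic Fluo-8 calcium fluorescence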
CHRM1 agonist: activates human CHRM1 receptor. P11229. CHO-K1 hM1, Fluo-8 calcium fluorescence, agonist mode; 0% DMSO, 100% acetylcholine EC100. activation, % at 3 µM. hit rate 0.33% among 360,000. AID 588814;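 active = activation above the run's mean compound activation plus 3 SD, cut at about 16% in these data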;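 note: peak over basal fluorescence ratio within a 140 s kinetic read after compound addition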
CHO-K1 Ca ag: counter-screen for M1 agonists: effect in parental CHO-K1 cells. Fluo-8 calcium fluorescence; scaled to maximal ATP response, vehicle zero. activation, % at 3 µM. hit rate 0.48% among 360,000. AID 602248; in the data active = activation above about 15%;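 note: untransfected CHO-K1 host cells lacking M1 receptor as counterscreen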
CHO parental Ca: signal in parental CHO cells, OX1R antagonist counter-screen; AID 463079; inhibition, % at 5.6 µM; hit rate 0.63% among 330,000; parental CHO-K1, ATP-induced calcium, Fluo-8 fluorescence;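 active = inhibition above that plate's mean sample inhibition plus 3 SD, cut at about 26% in these data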;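 note: 0% = ATP-challenged DMSO wells and 100% = DMSO wells without ATP; some compounds past the cut are filed as inactive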
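Assay system: untransfected parental CHO cell line. Also added: ATP agonist challenge. Dosing: one dose, 5.6 µM nominal. Measured by: Fluo-8 fluorescence. Read-out: % inhibition. Benchmarks: ATP wells versus no-ATP DMSO wells. Repeats: no replicates.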
CHO-K1 Ca PAM: M1 PAM counterscreen hit in parental CHO-K1 cells; hit rate 0.02% among 360,000; ATP EC20, Fluo-8 calcium fluorescence; 0% at ATP EC20, 100% at ATP max; AID 602247; activation, % at 3 µM;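 active = activation above the run cutoff, the mean activation of all test compounds plus 3 SD, cut at about 40% in these data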;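 note: peak over basal fluorescence ratio in a 140 s read after ATP addition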
CHRM1 antagonist: human CHRM1 antagonism. CHO-K1 hM1, Fluo-8 calcium fluorescence, ACh EC80 antagonist. inhibition, % at 3 µM. hit rate 1.3% among 360,000. AID 588852;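 active = percent inhibition above its own plate's cutoff, namely the mean of that plate's compound wells plus 3 SD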;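 note: peak over basal fluorescence ratio during 140 s after agonist addition; 0% = ACh EC80 plus DMSO and 100% = DMSO alone without agonist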
CHO-K1 Ca antag: counter-screen for M1 antagonists: effect in parental CHO-K1 cells. inhibition, % at 3 µM. ATP-induced calcium, Fluo-8 fluorescence. hit rate 0.6% among 360,000;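 active = inhibition above a per-plate cutoff, the plate's mean sample inhibition plus 3 SD, cut at about 24% in these data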;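 note: 0% = DMSO plus EC80 ATP and 100% = DMSO alone without ATP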
OXTR potentiate: potentiates the human oxytocin receptor response | P30559 | CHO-OTR cells, Fluo-8 calcium fluorescence, potentiator mode; 0% = oxytocin EC15, 100% = EC100 | activation, % at 3 µM | hit rate 0.061% among 320,000;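 active = activation above that plate's cutoff, the mean activation of tested compounds plus 3 SD, cut at about 6.6% in these data, passing the limit was not always enough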;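 note: 100% uses oxytocin at 75 nM as the full agonist control; some results filed as inactive read as strong as hits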
Target sequence (P30559 whole entry, looked up): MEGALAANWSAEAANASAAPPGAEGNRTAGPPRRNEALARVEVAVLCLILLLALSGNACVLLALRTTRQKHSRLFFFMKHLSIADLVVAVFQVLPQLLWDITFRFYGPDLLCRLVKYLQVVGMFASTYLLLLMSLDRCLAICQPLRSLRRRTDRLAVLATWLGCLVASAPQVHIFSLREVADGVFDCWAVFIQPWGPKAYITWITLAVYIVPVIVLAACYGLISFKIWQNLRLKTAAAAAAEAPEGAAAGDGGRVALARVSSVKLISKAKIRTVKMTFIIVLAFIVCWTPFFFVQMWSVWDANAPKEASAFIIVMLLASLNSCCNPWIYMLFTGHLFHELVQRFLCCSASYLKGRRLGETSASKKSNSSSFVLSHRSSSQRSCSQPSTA
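Assay system: CHO-OTR cells, human receptor / Also added: oxytocin at about EC15, sub-maximal agonist stimulus / Dosing: single dose, 3.0 µM nominal final compound concentration / Incubation: 6 min pre-incubation, 100 s read / Technique: Fluo-8 calcium dye fluorescence / Read-out: % activation vs EC15 and EC100 oxytocin / Benchmarks: EC15 oxytocin low, 75 nM oxytocin high / Replicates: singlicate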
TAAR1 antagonist: human TAAR1 antagonism. Q96RJ0. CHO RD-HGA16 TAAR1, Fluo-8 calcium fluorescence, antagonist. inhibition, % at 3 µM. hit rate 1.5% among 360,000. AID 624466;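 active = inhibition above a per-plate cutoff, the mean inhibition of test compounds on that plate plus 3 SD, cut at about 49% in these data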;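 note: 0% = DMSO plus EC80 beta-PEA response and 100% = DMSO alone without agonist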
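test system = CHO RD-HGA16 cells bearing hTAAR1 | replication = singlicate | controls = DMSO-only wells and EC80 β-PEA-stimulated wells | reagent = EC80 β-phenethylamine stimulus | read-out basis = percent inhibition of PEA-evoked calcium signal, max/basal emission ratio | schedule = seeding 17-24 h prior, 75-min 37 °C, 30-min RT dye loading | signal = kinetic Fluo-8 calcium fluorescence measurement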
* marks the source's active call; other numbers are inactive results; nt = not tested or not shown.

SMILES	TAAR1 agonist	CHRM1 agonist	CHO-K1 Ca ag	CHO parental Ca	CHO-K1 Ca PAM	CHRM1 antagonist	CHO-K1 Ca antag	OXTR potentiate	TAAR1 antagonist
CCOc1ccc(CCNC(=O)c2ccc(OCc3c(C)noc3C)cc2)cc1OCC	12	0	7.6	-25	-12	-1	14	-7	43
COCCNC(=O)C1(C)CCCN(Cc2cc(-c3ccccc3)nn2C)C1 (stereo not given)	4	-1	1.1	nt	13	-9	-8	nt	-15
CC(Nc1ncnc2ccccc12)c1ccccc1 (stereo not given)	5	-2	11	38*	12	27*	24*	-14	34
COC(=O)c1sccc1Oc1c(Cl)cccc1[N+](=O)[O-]	26	-2	3.5	25	14	-1	-6	-8	-27
C/C(=N\NC(=O)CN1CCN(S(=O)(=O)c2ccc(C)cc2)CC1)c1cccnc1	2	-5	1.4	-15	14	-6	0	-3	-4
CC(/C=C/c1ccccc1)=N/NC(=O)CNC(=O)c1ccccc1F	5	-6	-0.2	-15	-12	2	-7	-3	-5
Cn1nc(C(=O)NC2CCCC2)c2ccccc2c1=O	5	-2	0.2	-13	16	-5	-7	-1	-14
NC(=O)CC(NC(=O)Cc1cccc2ccccc12)c1ccc(NCc2ccc(F)cc2)c([N+](=O)[O-])c1 (stereo not given)	3	-5	0.3	-1	5	-8	-9	-11	9
CC1N(C(=O)N(C)C)CCN1S(=O)(=O)c1ccccc1 (stereo not given)	0	-4	0.3	-4	1	0	-12	2	-7
C=C(C)C1Cc2c(C)nn(-c3cccc4ccccc34)c2C1 (stereo not given)	5	0	0.6	-33	15	17	0	0	24
COCCCNC(=O)c1ccccc1N(Cc1ccccc1)S(=O)(=O)c1ccccc1	9	-6	1.4	-12	25	-17	-14	1	-14
CCN1CCN(c2nn3c(=O)c4ccccc4nc3c3ccccc23)CC1	18	-9	0.7	-15	18	-27	-6	-4	4
Cc1ccc(CNC(=O)CS(=O)CC(=O)O)cc1 (stereo not given)	15	-3	-0.1	-1	10	-15	-6	-6	-8
COc1ccc2oc(=N)c(C(=O)Nc3ccc(C)cc3)cc2c1	5	3	2.5	nt	14	-15	-9	nt	2
NC(CO)C(O)c1ccc([N+](=O)[O-])cc1 (stereo not given)	-1	8	-0.5	-1	-7	14	-1	-7	14
Cc1ccc(-n2c(C)cc(C(=O)COc3c(CO)cc(F)cc3CO)c2C)cc1C	9	-3	11	-6	17	4	-4	-10	56*
CCOC(=O)C1=C(C)NC(=O)NC1c1ccc(Br)s1 (stereo not given)	10	-4	0.8	-19	17	-38	-7	0	7
NS(=O)(=O)c1ccc(CNC(=O)/C=C/c2ccccc2)cc1	8	-3	0.2	-6	15	-12	-9	-11	-12
CCCNC(=O)C1(C)CCCN(Cc2c(F)cccc2F)C1 (stereo not given)	2	-8	0.0	nt	4	-4	-2	nt	8
O=C1c2ccccc2C(=O)c2c1oc(C(F)(F)F)c2C(=O)c1ccccc1	5	-5	0.1	-11	2	34	-7	-13	-1
Cc1cc(C)nc(SCC(=O)NC2CCCCC2C)n1 (stereo not given)	2	1	-0.4	-21	-17	-3	4	-4	6
O=C(Nc1nccs1)c1ccc(NC(=O)c2ccco2)cc1	10	3	1.8	2	3	0	9	-5	2
Cc1ccc(Nc2nc(C)c(CCC(C)C)c(=O)[nH]2)cc1	2	-1	0.0	-21	3	-4	-1	-22	14
COc1ccc(CCN(C)C(=O)c2cc(-c3ccccc3)nc3ccc(C)cc23)cc1OC	0	-2	3.0	-22	-22	12	1	-5	2
Cc1cc(C)n2nc(-c3ccc(F)cc3)nc2n1	5	0	-0.1	-7	12	-9	-4	-5	2
COC(=O)[C@]1(CC(C)C)N[C@H](c2ccc(-c3ccc(Cl)c(Cl)c3)cc2)[C@@H]2C(=O)N(C)C(=O)[C@@H]21	7	-4	0.1	-18	12	-13	-4	-5	-19
O=C(Cn1nc(C(F)F)cc1C(F)F)NNC(=S)Nc1ccc(Cl)cc1	7	-4	0.3	-13	11	-13	2	-6	-24
CCOc1cc(CNCCSc2nnnn2C)cc(Br)c1OCc1ccccc1F	16	1	6.1	5	-3	0	-7	-16	1
O=C(CCNC(=O)Cn1ccc2ccccc2c1=O)NCCc1ccc(Cl)cc1	-1	-8	0.1	-10	14	8	-9	-4	-9
CCC(C(=O)Nc1ccon1)c1ccccc1 (stereo not given)	3	0	0.3	-5	-4	-5	-3	5	-12
O=C(CCN1CCCC1Cc1ccccc1)c1ccc2c(c1)OCCO2 (stereo not given)	87*	8	0.7	-26	21	7	-12	-8	73*
CC(=O)Nc1ccc(NC(=O)C(C)OC(=O)c2ccc3c(c2)OCCO3)cc1 (stereo not given)	1	-4	1.0	-10	8	-15	-15	0	5
O=C1/C(=C\c2ccco2)SC(=S)N1c1ccccc1	0	-6	2.4	-1	28	-11	-14	0	4
Cc1ccc(C)c(N2CC(=O)N(c3cc(C)ccc3C)CC2=O)c1	1	-3	1.3	5	23	-12	-14	-10	6
Cc1cc(C)n2nc(N)c(N=Nc3cccc(Cl)c3)c2n1	5	-4	0.6	-3	6	-4	-2	-11	5
COc1ccccc1C=NN1C(=O)CSC1=S	2	-2	-0.1	nt	-18	7	-2	nt	-13
CCN(CC)S(=O)(=O)c1ccc(NC(=O)CCNC(=O)c2ccccc2)cc1	0	-4	0.2	nt	3	-2	18	nt	9
CCOC(=O)COc1ccc2c(=O)c(-c3ccccc3OC)coc2c1	-1	-8	1.7	-7	28	-11	-5	-9	18
CCOc1ccc(-c2noc(-c3ccncc3)n2)cc1OCC	13	-4	0.3	-14	-1	-7	3	-16	-11
Cc1cc(C)n2c(SCC(=O)N(C)C3CCCCC3)nnc2n1	9	-5	1.3	-4	3	3	-21	-12	8
Cc1c(CCC(=O)N2CCC[C@H]2C(=O)O)c(=O)oc2c(C)c3oc4c(c3cc12)CCCC4	-2	-11	-0.4	-18	19	-10	-3	1	-16
COc1ccc(CCN2C(=O)N[C@@H](CCC(=O)O)C2=O)cc1	7	-4	0.9	2	15	-10	-6	-6	-20
COc1ccccc1N1CCN(c2ccc3c(c2)S(=O)(=O)c2cccc(C(=O)NCc4ccc(F)cc4)c2C3=O)CC1	8	-1	4.3	nt	15	18	1	nt	57*
CCCCC(=O)NC(c1ccccc1Cl)c1c(O)ccc2ccccc12 (stereo not given)	4	-10	1.6	-23	23	-2	-8	-10	15
COc1ccc(C2Nc3ccccc3C(=O)N2NS(=O)(=O)c2ccc(C)cc2)cc1OC (stereo not given)	11	-1	0.9	-5	12	-18	-17	-3	-19
CCOc1ccccc1NC(=S)NCc1cccn1C	2	-4	0.3	-8	9	-22	-5	3	-36
CCN(CCNC(=O)c1ccc(C#N)cc1)c1cccc(C)c1	nt	-10	1.3	-16	-17	-14	-9	-9	nt
CNc1ncnc(Sc2ccc(Cl)cc2)c1[N+](=O)[O-]	4	-3	-0.1	2	-19	-13	7	1	-20
Cc1cccc(NC(=O)CCc2ccccc2)c1	-1	-6	0.1	-16	5	-10	-2	1	-9
CCOC(=O)c1ccc2c(c1)nc(-c1ccccn1)n2CC	0	-7	0.3	-30	19	-16	-21	0	-25
Cc1cc(Nc2nc3ccccc3nc2Cl)n(-c2ccccc2C)n1	13	-4	-1.0	-34	3	1	1	2	-14
OC1c2c(F)cccc2N=C2CCCCN21 (stereo not given)	2	-3	0.5	nt	17	9	-9	nt	9
Fc1ccccc1CNc1nc(-c2cccnc2)nc2ccccc12	1	-12	0.2	-22	1	6	-12	-7	9
CCOC(=O)Nc1c(C)n(C)n(-c2ccccc2)c1=O	2	-2	0.1	-9	2	3	-17	-7	-2
O=C(CSc1ccccc1)N1CCN(c2ccccn2)CC1	6	-9	0.7	-12	3	2	4	-4	8
C[C@H](O)[C@@H]1CN2CCc3c([nH]c4ccccc34)[C@@H]2C[C@@H]1N(C)C(=O)Nc1ccccc1	0	-6	0.5	nt	-5	3	-7	nt	-3
Cc1cc(C)n(Cc2cc(C(=O)O)c3ccccc3n2)n1	3	-4	0.8	2	9	-8	-10	-10	20
Cc1csc(=O)n1CC(=O)OCC(=O)NCc1ccccc1	2	2	0.7	-3	1	-8	6	1	-26
COc1ccc(S(=O)(=O)N(C)CC(=O)Nc2cccc(C(C)=O)c2)cc1	7	-1	1.9	-1	17	6	-5	-4	-9
CCOc1ccccc1C1C(C#N)=C(N)Oc2n[nH]c(CC)c21 (stereo not given)	13	-3	-0.3	-3	-4	8	-1	-5	-3
Going on with the list:
SMILES	TAAR1 agonist	CHRM1 agonist	CHO-K1 Ca ag	CHO parental Ca	CHO-K1 Ca PAM	CHRM1 antagonist	CHO-K1 Ca antag	OXTR potentiate	TAAR1 antagonist
O=C(COC(=O)COc1ccccc1[N+](=O)[O-])NC1CCCCC1	3	-1	0.4	-11	17	-4	-8	2	4
CCc1nnc(NC(=O)CCC(=O)NCc2ccccc2Cl)s1	0	-3	0.5	-7	4	-7	-11	-9	-9
CCOC(=O)c1nnn(-c2nonc2N)c1CN(C)C1CCCCC1	2	-5	-0.3	-20	12	-12	-2	-1	-1
COc1ccc(NC(=O)N2CCCC(c3nc(-c4ccc(C(C)C)cc4)no3)C2)cc1 (stereo not given)	8	-3	4.4	-28	23	3	-18	-8	0
COc1ccc(NC(=O)Cn2nc(Cc3cccnc3)c3ccccc3c2=O)c(OC)c1	-1	0	0.2	-18	15	-2	-10	-1	-6
CC(C)CCn1c(Cl)nc2c1c(=O)n(C)c(=O)n2C	9	-5	1.8	-8	19	-7	-4	0	-10
CC(C)COc1cccc(-c2cc(C(=O)N/N=C/c3ccncc3)c3ccccc3n2)c1	3	-2	1.2	nt	29	-2	-24	nt	61*
O=C(Nc1nnc(C2CC2)s1)c1cncc(Br)c1	3	-2	0.4	-18	4	-6	-8	-5	-4
NC(=S)Nc1cccc2cn[nH]c12	2	-1	0.4	3	3	-15	-16	-9	-18

Among those listed so far, two have a thiophene ring, fused or not:
SMILES	TAAR1 agonist	CHRM1 agonist	CHO-K1 Ca ag	CHO parental Ca	CHO-K1 Ca PAM	CHRM1 antagonist	CHO-K1 Ca antag	OXTR potentiate	TAAR1 antagonist
COC(=O)c1sccc1Oc1c(Cl)cccc1[N+](=O)[O-]	26	-2	3.5	25	14	-1	-6	-8	-27
CCOC(=O)C1=C(C)NC(=O)NC1c1ccc(Br)s1 (stereo not given)	10	-4	0.8	-19	17	-38	-7	0	7
